Assay outcomes as filed in PubChem.
MT stabilize HCS = stabilizes microtubules in HeLa cells; HeLa tubulin immunostaining HCS, 24 h; share of cells brighter than vehicle mean+2SD; % tubulin-high responders, % at 10 µM; 200,000 compounds, 0.83% hits; AID 2205;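 active = plate Z-score above 3 for both tubulin-high and condensed-nucleus cell shares, with cell loss under 80%, at 10 µM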;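 note: anti alpha tubulin signal scored within the nucleus-defined area of each cell; some results filed as inactive read as strong as hits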
Autophagy mod = autophagy modulation, high-content screen. MEF GFP-LC3 puncta imaging; test concentration mostly 10 µM. calls only at 10 µM (by protocol). 190,000 compounds, 0.98% hits;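 active = percentage of spot-positive cells more than 3 SD above its plate mean, without a fluorescence outlier flag or 80% toxicity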;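 note: spot-positive cell cutoff set from DMSO-treated cells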
human PMI inhibition = MPI enzyme activity inhibition – biochemical, fluorescence intensity, coupled assay, primary screen (AID 1209); purified PMI enzyme, coupled fluorescence intensity; higher % means a stronger effect; inhibition, % at 20 µM, or IC50 in µM where a hit was titrated; 190,000 compounds, 0.42% hits;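 note: plate controls were DMSO vehicle for no effect and wells lacking substrate for full effect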
human PMI inhibitors = human PMI inhibitors, high substrate, primary screen, biochemical, fluorescence intensity, high mannose 6-phosphate (AID 1220); 190,000 compounds, 0.66% hits; inhibition, % at 20 µM, or IC50 in µM where a hit was titrated; recombinant PMI enzyme, coupled fluorescence intensity; higher % means a stronger effect
b-catenin transl = modulators of beta-catenin nuclear translocation. AID 1665. 190,000 compounds, 0.3% hits. nuclear translocation activity, % at 5 µM. HeLa beta-catenin nuclear translocation, immunofluorescence imaging;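 active = nuclear translocation activity above 50% at 5 µM, with a well cell count of 50 or more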;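 note: per-cell ratio of nuclear to cytoplasmic median beta-catenin stain intensity; plate controls were DMSO negative control for no effect and GSK-3 inhibitor IX positive control for full effect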
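Test system: human HeLa cells, native beta-catenin. Compound dosing: 5 µM primary single dose, 0.1% DMSO, 0.02–20 µM confirmation series. Incubation: compound exposure 24 h at 37°C. Detection: beta-catenin immunostaining with DAPI counterstain, 20x imaging, 6 fields/well. Read-out basis: Nuclear/cytoplasmic beta-catenin signal ratio, % activation.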
T cell HTS = modulates CD8 T cell binding to vesicles; 2C CD8+ T cell-vesicle binding, flow cytometry; stronger effect = lower value; calls only at 7 µM; 330,000 compounds, 0.068% hits; AID 2052;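 active = response, share of CD8 T cells binding vesicles, and their 90th percentile fluorescence all below set limits, cut at about 80% in these data, passing the limit was not always enough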
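Also added: QL9-peptide-loaded Drosophila micro-vesicles bearing Ld, ICAM-1 and B7-1; Test system: purified 2C TCR transgenic mouse naive CD8+ T cells; Measured by: cytometric PE anti-B7-1 and Alexa647 anti-CD8 signals after 1% paraformaldehyde fixation; Timing: binding step 1.5 h, 37 °C, antibody labelling 20 min, ice.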
Lipid droplet = hepatic lipid droplet formation modulation. AML12 mouse hepatocytes, oleate lipid droplets, BODIPY imaging. inhibition, % at 6.5 µM. 240,000 compounds, 0.4% hits. AID 1656;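 active = lipid droplet intensity inhibited by at least 50%, with more than 500 cells counted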
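material = mouse AML12 hepatocyte cell line, fixed after treatment | also added = 100 µM oleic acid challenge | doses = compound at 6.5 µM only | schedule = overnight exposure | technique = Image-based BODIPY and DAPI two-channel analysis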
TNAP activation fold = stimulation of alkaline phosphatase TNAP activity – biochemical, luminescent, no phosphate acceptor, uHTS, primary screen (AID 1001); 200,000 compounds, 0.03% hits; purified TNAP, luminescent activation assay, no phosphate acceptor; higher activation fold means a stronger effect; activation fold at 20 µM, or EC50 in µM where a hit was titrated; in the data active = activation fold from about 3, or a potency from the dose series; inactive = the rest, 99 in 100 with activation fold below about 1.6; note: many of its hits are not listed in these tables
Ins promoter up = MIN6 insulin promoter up-regulation. MIN6 insulin promoter-GFP reporter, high-content imaging; stronger effect = higher value. z-score at 5 µM. 190,000 compounds, 0.3% hits. AID 1625;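 active = z-score above 3 at 5 µM with at least 500 cells counted in the well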
Ins promoter up cell count = further read-out of Ins promoter up, marked with its call; cell count; measured here: cytotoxicity, nuclei count;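 total cells summed across four imaged fields per well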
Lipid droplet cells 6.5 µM = also measured in Lipid droplet; calls as there; cell count; measured here: cell count, cytotoxicity flag;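 cells counted across two imaged fields per well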
b-catenin transl cell count 5 µM = recorded beside b-catenin transl, whose call it bears; cell count; measured here: cell count, cytotoxicity flag
T cell HTS vesicle-bound % = also measured in T cell HTS; calls as there; double positive events, %; measured here: CD8+ vesicle-bound cell fraction;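 binding gate set so that unloaded-vesicle control wells show 10% double positive cells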
MT stabilize HCS Hoechst-high % = recorded beside MT stabilize HCS, whose call it bears; % Hoechst-high responders; measured here: nuclear condensation Hoechst responders;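 share of cells brighter than vehicle mean plus two SD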
MT stabilize HCS cytotoxicity % = further read-out of MT stabilize HCS, marked with its call; toxicity, %; measured here: cytotoxicity by cell density;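 0% = mean cell density of plate MIN control wells and 100% = no cells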
Autophagy mod cell loss 18 h = second read-out of Autophagy mod, no call of its own (marks repeat the call); toxicity, %; measured here: cell loss, nuclei count;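 cell loss after 18 h compound exposure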
Active calls of the source: *; i = inactive; . = not tested or not shown. Cut-off read from the data, not from the text of the source, unless noted: active = inhibition above about 50%; inactive = the rest.

SMILES	MT stabilize HCS	MT stabilize HCS Hoechst-high %	MT stabilize HCS cytotoxicity %	Autophagy mod	Autophagy mod cell loss 18 h	human PMI inhibition	human PMI inhibitors	b-catenin transl	b-catenin transl cell count 5 µM	T cell HTS	T cell HTS vesicle-bound %	Lipid droplet	Lipid droplet cells 6.5 µM	TNAP activation fold	Ins promoter up	Ins promoter up cell count
CSCSC1=C(C#N)C(c2ccc(Cl)cc2)C(C(C)=O)=C(C)N1 (stereo not given)	3.6	1.7	8.1	i	1.5	-52.0%	-106.4%	-0.3	1042	i	18.8	-3.5	637	1.1	-0.66	1781
Cc1ccc(CN=c2c([N+](=O)[O-])nn(-c3cccc(C)c3)n2O)cc1	5.6	2.3	3.7	i	8.2	-6.5%	4.3%	-1.5	1035	i	53.4	-3.2	691	0.9	0.29	1271
CCOC(=O)Cn1c(=O)oc2cc(S(=O)(=O)Nc3cc(Cl)ccc3OC)ccc21	4.4	4.3	9.7	i	-2.8	16.1%	13.4%	.	.	i	42.7	.	.	1.1	0.83	859
COc1ccc(C2CN=NC23CCc2ccccc2C3=O)cc1 (stereo not given)	.	.	.	.	.	.	.	1.1	1226	i	34.0	11.2	863	.	-0.87	1123
CCOC(=O)CN1C(=O)SC(Nc2ccc(C)cc2)C1=O (stereo not given)	3.7	1.5	1.6	i	-15.4	-6.2%	-27.6%	-0.7	1008	i	25.6	-8.1	737	1.1	0.19	1370
COc1ccc(C2=NN(C(=S)Nc3ccccc3)C(c3ccccc3)C2)cc1 (stereo not given)	1.1	1.7	2.0	i	7.4	3.0%	7.4%	.	.	i	9.4	2.0	583	1.1	1.35	1369
Cc1sc2nc(C3CC3)nc(SCC(=O)N3CCc4ccccc4C3)c2c1C	1.0	1.8	9.4	i	-4.0	11.5%	2.4%	-4.8	1054	i	38.7	-3.1	614	0.9	0.11	1714
O=C(CCSc1nnc(-c2ccc(O)cc2)o1)N1CCOCC1	2.0	4.1	8.4	i	-11.0	-14.6%	-6.7%	-0.3	1060	i	45.0	34.0	689	1.1	-0.82	1230
CN(Cc1c(F)cccc1Cl)c1ccc(S(=O)(=O)N2CCOCC2)cn1	2.2	1.2	4.0	i	-1.0	2.1%	-5.6%	-1.7	741	i	27.6	.	.	1.1	-0.85	725
O=S(=O)(c1ccc(F)cc1)N1CCN(C(=S)NCc2ccccc2)CC1	1.4	1.6	3.5	i	3.0	-2.2%	-5.7%	-0.7	1122	i	21.2	-14.4	641	1.1	-0.9	1186
Cc1cc(N2CCCC2=O)ccc1S(=O)(=O)Nc1c(C)nn(C)c1C	0.9	1.8	6.8	i	-8.5	15.6%	12.4%	0.3	933	i	38.2	-11.6	706	1	-0.54	1393
O=C(CCn1c(=O)[nH]c2ccccc2c1=O)N1CCN(c2cccc(C(F)(F)F)c2)CC1	2.9	2.8	8.7	i	-10.2	13.2%	11.1%	-4.2	893	i	7.8	.	.	1	1.75	1383
Cc1ccc(S(=O)(=O)N2CCC(C(=O)Nc3nnc(C45CC6CC(CC(C6)C4)C5)s3)CC2)cc1	5.5	2.2	1.5	i	17.1	2.1%	0.1%	0.3	1366	.	.	.	.	1.1	-0.14	1477
O=C1CSC(=Nc2ccc(O)cc2)N1c1ccc(O)cc1	4.7	3.1	9.0	i	31.3	-11.2%	-2.2%	-1.7	1355	i	52.4	.	.	1	0	1538
COn1c(SCC(N)=O)nc2ccccc2c1=O	8.2	3.0	9.0	i	6.6	-5.0%	-8.0%	-3.2	840	i	38.0	.	.	1.1	.	.
Cc1nn2c(=O)cc(COC(=O)c3ccc(S(=O)(=O)N4CCCCC4)cc3)nc2s1	15.4*	44.2*	31.5*	i	-5.0	19.0%	10.5%	.	.	i	53.9	-2.0	740	1.1	0.68	864
C=CCNC(=S)Nc1cc(C)ccn1	6.5	2.5	3.8	i	14.7	4.5%	-0.2%	-0.8	1130	i	38.8	27.3	701	1.1	-0.28	1369
COc1ccc(CNC(=O)COC(=O)c2cc(-c3cccs3)nc3ccccc23)cc1OC	2.7	1.1	6.0	i	-5.5	22.1%	15.6%	-1.8	1074	i	26.8	23.8	717	1	1.42	1961
CC(=O)NC(NC(=S)Nc1ccc(S(N)(=O)=O)cc1)C(Cl)(Cl)Cl (stereo not given)	.	.	.	.	.	.	.	0.4	1339	i	21.8	2.1	731	.	-0.3	1179
O=S(=O)(CCc1ccccc1)N1CCOCC1	3.2	2.0	4.8	i	-6.4	5.9%	4.0%	-1.9	997	i	37.8	.	.	1.1	.	.

Overlap with the part before: two compounds, then new ones.
SMILES	MT stabilize HCS	MT stabilize HCS Hoechst-high %	MT stabilize HCS cytotoxicity %	Autophagy mod	Autophagy mod cell loss 18 h	human PMI inhibition	human PMI inhibitors	b-catenin transl	b-catenin transl cell count 5 µM	T cell HTS	T cell HTS vesicle-bound %	Lipid droplet	Lipid droplet cells 6.5 µM	TNAP activation fold	Ins promoter up	Ins promoter up cell count
CC(=O)NC(NC(=S)Nc1ccc(S(N)(=O)=O)cc1)C(Cl)(Cl)Cl (stereo not given)	.	.	.	.	.	.	.	0.4	1339	i	21.8	2.1	731	.	-0.3	1179
O=S(=O)(CCc1ccccc1)N1CCOCC1	3.2	2.0	4.8	i	-6.4	5.9%	4.0%	-1.9	997	i	37.8	.	.	1.1	.	.
CCOP(=O)(OCC)C(Nc1ccccc1)c1cc(OC)ccc1OC (stereo not given)	4.3	2.2	7.1	i	-2.3	-4.2%	-5.2%	-1.0	985	i	38.2	2.7	635	1.2	0.01	1446
O=C(O)CSCC(=O)Nc1ccc(Br)c(C(F)(F)F)c1	.	.	.	.	.	.	.	0.4	1269	i	42.5	0.6	652	.	0.31	1045
CC(C)(C)OC(=O)[C@H]1[C@H](c2ccc([N+](=O)[O-])cc2)C2(C(=O)c3ccccc3C2=O)C2c3ccccc3C=NN21 (stereo not given in full)	5.3	2.9	11.9	i	10.0	-21.6%	-4.7%	0.6	353	i	12.6	2.2	715	1.1	-0.44	974
O=C(N/N=C/c1ccncc1)c1cc2ccccc2o1	3.1	1.5	1.4	i	-8.5	-10.7%	-7.6%	-3.2	588	i	59.9	-2.7	606	1.1	-0.36	818
COc1ccc(CN(C(=O)CSc2nnc(-c3ccc(F)cc3)o2)c2ccc(F)cc2)cc1	6.7	2.1	11.4	i	16.6	13.9%	15.0%	2.1	1199	i	29.6	.	.	1.1	-0.23	1203
Cc1cc(C(=O)Nc2nc3c(C)cccc3s2)c(C)o1	3.3	1.6	2.8	i	7.8	-10.8%	-20.8%	-2.6	1070	i	45.8	14.2	643	1.1	-1.04	1875
CCN(CC)S(=O)(=O)c1cccc(C(=O)OCC(=O)c2ccc3c(c2)NC(=O)CO3)c1	2.5	1.3	5.1	i	-5.5	-1.5%	0.5%	.	.	i	34.7	.	.	1.1	-0.86	1019
CC12CCC(=O)N1C(C(=O)O)Cc1c2[nH]c2ccccc12 (stereo not given)	4.7	3.2	8.3	i	-4.9	-2.7%	6.0%	1.7	1183	i	15.2	.	.	1.1	0.04	1044
Cc1ccc(C2(C)NC(=O)N(CC(=O)Nc3cc(S(=O)(=O)N4CCOCC4)ccc3C)C2=O)cc1 (stereo not given)	4.1	3.6	2.1	i	4.0	-6.3%	-11.7%	-1.4	938	i	58.0	-30.9	662	1	0.46	1331
CCOc1ccc(C(=O)CCc2nc3ccccc3s2)cc1	3.7	1.8	0.3	i	2.8	14.2%	13.4%	2.6	1314	i	20.7	.	.	1.1	-0.07	1511
CC(=O)Nc1cccc(NC(=O)CSc2ccc(C(F)(F)F)cc2[N+](=O)[O-])c1	1.6	1.1	4.5	i	-3.7	-0.5%	3.8%	-2.6	776	i	41.4	.	.	1.1	2.29	1154
CC(C)Cc1nc2oc3c(Cl)ncnc3c2c2c1CCC2	2.2	1.2	2.8	i	-0.7	7.4%	3.7%	1.0	1345	i	38.9	.	.	1.1	-0.4	1492
CCNC(=O)C(=O)N/N=C/c1cc([N+](=O)[O-])ccc1O	6.5	1.6	4.8	i	23.5	26.8%	-2.4%	0.2	1104	i	62.6	1.8	750	1.1	-0.74	1191
CC(CCCC(C)(C)O)NC(=O)c1cc(COc2ccc3ncccc3c2)on1 (stereo not given)	3.9	2.1	6.8	i	17.3	14.5%	14.7%	1.1	1485	i	33.0	1.7	545	1	-5.46	615
Cc1cc(Br)cc(C)c1OCC(=O)NNC(=O)CCC(=O)NCc1ccccc1	2.6	1.6	6.2	i	4.6	-7.0%	-7.6%	-1.1	1054	i	39.5	-12.6	721	1.1	-0.26	1137
CC1=C(C(=O)Nc2ccccc2C)C(c2ccccc2)NC(=O)N1 (stereo not given)	1.6	4.9	12.6	i	2.4	16.2%	11.1%	-6.5	1238	i	53.5	.	.	1.1	1.27	1013
COc1ccc(S(=O)(=O)NCCC(C)C)cc1OC	2.6	1.6	6.4	i	-6.8	13.0%	4.2%	-1.4	1083	i	4.5	-8.1	731	1.1	-0.54	1294
Cc1cc(C)c(NC(=O)C[N+](C)(C)CC(O)COc2cccc3ccccc23)c(C)c1 (stereo not given)	3.8	2.1	10.8	i	-15.7	-21.4%	-7.8%	-1.9	1076	i	64.8	21.0	699	0.8	-0.26	1105
Cc1ccccc1NC(=O)Cc1nnc(SCC(=O)Nc2ccccc2)n1C	4.0	2.6	4.5	i	-30.5	-0.6%	-1.6%	0.1	1450	i	20.4	.	.	1.1	0.66	1483
CC(NC(=O)CCn1nc(-c2ccc(Cl)cc2)ccc1=O)c1ccccc1 (stereo not given)	0.9	1.7	8.5	i	7.7	8.8%	16.3%	-0.3	1087	i	55.9	4.0	761	1.1	-0.01	1361
FC(F)(F)c1cccc(NC(=S)NC(c2ccccc2)c2ccccc2)c1	2.0	2.1	5.7	i	6.1	5.6%	-5.4%	0.4	1132	i	34.7	-31.1	497	1.4	-0.58	1396
CC1Cn2c(nnc2-c2ccccc2O)S1 (stereo not given)	1.4	3.3	2.4	i	7.6	8.4%	8.4%	.	.	i	40.1	.	.	1.1	-0.79	935
O=C(c1ccncc1)N1CCN(C2CCC(c3ccccc3)CC2)CC1 (stereo not given)	.	.	.	.	.	.	.	0.8	1308	i	9.8	0.9	668	.	-0.28	1056
